POLK inh – qHTS for Inhibitors of Polymerase Kappa; DNA polymerase kappa (Homo sapiens), Q9UBT6; purified Pol kappa, fluorescent DNA synthesis assay, 10 min; Potency, µM (series often up to 107 µM), inactives show at the top dose activity, negative = inhibition, most hits filed as inhibitors; actives 0.53% (n = 400,000); AID 588579, 2011; further: potency means the concentration at half of the fitted maximal effect; on the % scale 0 is the no-effect control and ±100 the full control effect
Target sequence (Q9UBT6 whole entry, looked up): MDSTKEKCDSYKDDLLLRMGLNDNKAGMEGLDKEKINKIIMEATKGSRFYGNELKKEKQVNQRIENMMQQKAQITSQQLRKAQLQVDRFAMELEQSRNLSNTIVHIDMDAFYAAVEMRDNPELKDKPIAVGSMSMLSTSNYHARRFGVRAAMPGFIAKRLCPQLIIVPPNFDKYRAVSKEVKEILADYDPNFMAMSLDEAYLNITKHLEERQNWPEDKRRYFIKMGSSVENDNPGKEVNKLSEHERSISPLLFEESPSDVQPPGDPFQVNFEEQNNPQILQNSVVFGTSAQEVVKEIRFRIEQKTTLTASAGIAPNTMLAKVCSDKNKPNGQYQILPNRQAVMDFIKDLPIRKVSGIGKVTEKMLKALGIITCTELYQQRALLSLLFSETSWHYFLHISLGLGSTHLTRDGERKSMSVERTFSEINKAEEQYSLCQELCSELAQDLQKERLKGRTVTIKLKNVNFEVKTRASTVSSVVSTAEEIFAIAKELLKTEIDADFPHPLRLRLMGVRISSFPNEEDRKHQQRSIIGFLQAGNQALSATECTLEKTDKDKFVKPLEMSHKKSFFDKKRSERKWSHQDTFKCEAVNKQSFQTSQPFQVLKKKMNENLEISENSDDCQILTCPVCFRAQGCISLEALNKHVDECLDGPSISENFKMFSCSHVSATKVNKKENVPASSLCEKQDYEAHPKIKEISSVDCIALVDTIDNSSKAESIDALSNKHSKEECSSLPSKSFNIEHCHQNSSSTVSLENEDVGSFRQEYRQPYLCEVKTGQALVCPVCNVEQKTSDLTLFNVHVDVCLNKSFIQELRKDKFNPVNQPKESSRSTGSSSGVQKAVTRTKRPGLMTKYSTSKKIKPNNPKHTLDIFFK
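First, compounds were pin-transferred onto 10 nM Pol kappa. After 15 min at room temperature, substrate was added to 50 nM final. Fluorescence was then measured kinetically at 0 and 10 min.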
Glioma ERSR ind – qHTS for Inducers of the Endoplasmic Reticulum Stress Response (ERSR) in Human Glioma: qHTS; U87-MG GRP78 promoter luciferase reporter, 16 h; actives 0.02% (n = 420,000); AID 602332, 2012; Potency, µM, inactives show top-dose activation, actives largely listed as activators; further: potency means the concentration at half of the fitted maximal effect; series mostly up to about 76 µM; % of control where 0% means no effect; nearly all actives have a fitted effect of over 35% in size
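Stably transfected U87-MG human glioma cells carrying a GRP78-based luminescent sensor were seeded at 1000 cells/well, pin-dosed with compounds and incubated 16 h. Luciferase reagent was then added, and end-point luminescence was read after 10 min at room temperature.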
Pol eta inh – qHTS for Inhibitors of Polymerase Eta; DNA polymerase eta (Homo sapiens), Q9Y253; recombinant Pol eta, fluorescent DNA replication assay; Potency, µM (series often up to 114 µM), without a hit: at the highest dose activity change, negative = inhibition, usual class: inhibitors; actives 1.2% (n = 390,000); AID 588591, 2011; further: potency means the concentration at half of the fitted maximal effect; on the % scale 0 is the no-effect control and ±100 the full control effect
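Pol eta (10 nM) was preincubated with compounds for 15 min at room temperature, after which fluorescent replication substrate (50 nM final) was added to start the reaction. Fluorescence was read kinetically at 0 and 10 min.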
POLB inh – qHTS Assay for Inhibitors of DNA Polymerase Beta | actives 1.3% (n = 340,000) | P06746 | AID 485314, 2010 | Potency, µM (highest dose often 114 µM), for inactives: top-dose activity change, negative = inhibition, usual class: inhibitors | Pol beta primer extension/strand displacement, fluorescence kinetic; further: potency means the concentration at half of the fitted maximal effect; on the % scale 0 is the no-effect control and ±100 the full control effect
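Values derive from four-parameter Hill fits of normalized kinetic data: reads at 0 and 10 min following addition of 50 nM substrate to 10 nM Pol beta preincubated 15 min with compound.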
Pol iota inh – qHTS for Inhibitors of Polymerase Iota; Potency, µM (highest dose often 115 µM), inactives show at the highest dose activity, negative = inhibition, hits mostly inhibitors; actives 1% (n = 390,000); DNA polymerase iota (Homo sapiens), Q9UNA4; Pol iota fluorescent replication assay, 10 min; further: potency means the concentration at half of the fitted maximal effect
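Fluorescent replication assay read twice, at 0 min and 10 min after adding 50 nM (final) substrate. Enzyme (10 nM) and compounds were first incubated 15 min at room temperature; enzyme-free buffer wells were negative controls.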
APEX1 inh – qHTS Assay for Inhibitors of the Human Apurinic/apyrimidinic Endonuclease 1 (APE1); DNA repair nuclease/redox regulator APEX1 (Homo sapiens), P27695; recombinant APE1, TAMRA/BHQ-2 abasic DNA cleavage fluorescence; Potency, µM (titrated, usually from 65.8 µM), without a hit: at the top dose activity change, negative = inhibition, actives largely listed as inhibitors; actives 0.35% (n = 350,000); AID 2517, 2012;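 further: potency means the concentration at half of the fitted maximal effect; plate controls were vehicle for no effect and reference inhibitor for full effect; nearly all actives have a fitted effect of over 55% in size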
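Incision of a quenched TAMRA/BHQ-2 THF abasic-site duplex (50 nM) by 0.75 nM APE1, after 15 min compound preincubation, measured as fluorescence increase over three 60 s reads. Values normalized to buffer, DMSO and NSC13755 control wells.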
LDHA inh – qHTS assay for inhibitors of human lactate dehydrogenase; activity change, % (values are at about 110 or 230 µM); purified LDHA, NADH/diaphorase-resazurin fluorescence; active compounds read low; L-lactate dehydrogenase A chain (Homo sapiens), P00338; actives 0.15% (n = 480,000); in the data active means activity change below about -30%; inconclusive means mostly about -25% to -30%;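 further: plate controls were DMSO wells for no effect and wells without enzyme for full effect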
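Enzyme activity of human lactate dehydrogenase 5 (2 nM; 0.06 mM NADH, 0.2 mM pyruvate, 5 min, RT) is measured via a resazurin/diaphorase fluorescence readout of residual NADH.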
Apoferritin bind – qHTS Assay for Identification of Novel General Anesthetics; Ferritin light chain (Equus caballus), P02791; apoferritin/1-aminoanthracene competitive binding, fluorescence; Potency, µM (highest dose often 77.5 µM), for inactives: at the highest dose activity change, negative = displacement, hits mostly inhibitors; actives 0.074% (n = 350,000); AID 485281, 2010; further: potency means the concentration at half of the fitted maximal effect; on the % scale 0 is the no-effect control and ±100 the full control effect; nearly all actives have a fitted effect of over 20% in size
Target sequence (P02791 2-175 limits assumed): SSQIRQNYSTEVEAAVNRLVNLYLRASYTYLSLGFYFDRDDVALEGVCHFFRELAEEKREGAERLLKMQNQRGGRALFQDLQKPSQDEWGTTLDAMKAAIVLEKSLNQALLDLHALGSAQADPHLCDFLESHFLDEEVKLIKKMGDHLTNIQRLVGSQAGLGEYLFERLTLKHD
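10 uM apoferritin + 50% sat. 1-AMA, PBS; cpd 10 min RT; Ex380/Em535 endpoint; normalized to free probe vs complex; 4-param Hill fit; propofol titration as pos. ctrl.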
BLM helicase inh – qHTS Assay for Inhibitors of Bloom's syndrome helicase (BLM) | recombinant BLM DNA unwinding, fluorescence dequenching | Potency, µM (series often up to 56.1 µM), without a hit: at the top dose activity change, negative = inhibition, actives largely listed as inhibitors | actives 0.2% (n = 350,000) | RecQ-like DNA helicase BLM (Homo sapiens), P54132 | AID 2528, 2010;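 further: potency means the concentration at half of the fitted maximal effect; plate controls were vehicle for no effect and no enzyme for full effect; nearly all actives have a fitted effect of over 35% in size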
Starred values were filed as active, the others as inactive; ? = inconclusive; · = not tested or not shown; & = joins results of further samples; [ ] = another dose, or the depositor's remark. Unless noted, the call rests on the fitted dose curve; in most records, active means well fitted curve in the direction sought with a large enough effect; inconclusive means small, poorly fitted or top-dose-only effect, or another doubt; inactive means no such curve, though single readings can be large; an effect the other way counts as inactive or inconclusive. These rows are one share of the data. The share of hits here may be higher or lower than overall.

SMILES	POLK inh	Glioma ERSR ind	Pol eta inh	POLB inh	Pol iota inh	APEX1 inh	LDHA inh	Apoferritin bind	BLM helicase inh
CC(C)(C)c1[nH]c2ccccc2c1/C=N/O	-2%	-1%	-11%	11%	6%	28%	-11	3%	-2%
Cc1cccc(NC(=O)c2cc(=O)n(Cc3ccccc3)c(=O)[nH]2)c1	-3%	-1%	3%	-2%	13%	-6%	-6	-4%	-7%
Cc1cc(Br)ccc1NC(=O)c1cnc(N2CCN(c3ccccn3)CC2)c2ccccc12	-1%	-6%	-16%	-4%	18%	1%	1	150%[activator]	-8%
Cc1ccc(C)c(C(C)NC(=O)c2ccc(Br)o2)c1 (stereo unspecified)	-22%	-1%	2%	4%	74%[activator]	-5%	1	-14%	-14%
COc1ccccc1/C=C/C=C1N=C(/C=C/c2ccc(Cl)cc2)OC/1=O	-15%	-3%	-24%	?	11%	0%	-2	-12%	-24%
c1ccc(CN2CCN(C3CCCSc4ccccc43)CC2)cc1 (stereo unspecified)	-3%	-4%	-12%	·	109%[activator]	·	-5	·	·
Cn1cnc2c1c(=O)n(Cc1ccccc1C#N)c(=O)n2C	1%	-2%	-9%	19%	18%	-1%	-2&-9	6%	1%
CCc1ccccc1NC(=O)CN(C)C(=O)COC(=O)c1ccco1	11%	-3%	-6%	·	17%	-2%	-1	·	·
Cc1ccc(-c2nn(-c3ccccc3)cc2/C=N/NC(=O)c2ccc3c(c2)OCO3)cc1	-7%	3%	-11%	28%	6%	-3%	3	-6%	-8%
CCOC1(OCC)N=C(N)C2(C#N)C(c3ccc(NC(C)=O)cc3)C12C#N (stereo unspecified)	-21%	-2%	-3%	12%	29%	?	-3	31%[activator]	-2%
Cc1cc(Cc2ccc(N)c(C)c2)ccc1N	-8%	-2%	-12%	3%	5%	-1%	-3	-17%	-2%
COc1ccc(NC(=O)c2c(N)cnn2C)cc1	-12%	-3%	3%	3%	4%	7%	-5	2%	5%
CCn1c(O)c(/C=N/n2cnnc2)sc1=S	-30%	8%	2%	26%	-8%	-2%	1	?	-4%
Cc1ccc(C(=O)CSc2nc3c([nH]2)c(=O)n(C)c(=O)n3C)cc1	9%	-3%	-12%	4%	6%	-4%	-19&-2	-5%	-5%
CCOC(=O)CSc1n[nH]c(NC(=O)c2cccc(C(F)(F)F)c2)n1	0%	-3%	-14%	54%	40%[activator]	-6%	0	-9%	-5%
COc1ccccc1C(=O)Nc1ccc2c(c1)nc(CCNC(=O)c1ccccc1)n2C	-2%	2%	-17%	-19%	34%[activator]	?	-3	-7%	2%
CC(=O)c1cccc(NC(=O)COC(=O)[C@@H](NC(=O)OCc2ccccc2)C(C)C)c1	-8%	-3%	-23%	10%	12%	-1%	-6	-11%	-6%
O=C(CN1CCN(c2ccccn2)CC1)Nc1cccc(F)c1	1%	-2%	-17%	24%	8%	14%	-6	-8%	-1%
COCc1nn2cc(-c3ccc(C)cc3)nc2s1	-9%	-8%	-6%	-19%	-7%	·	0	-2%	2%
CC[C@]12c3[nH]c4cc(CCC(=O)N(C)C)ccc4c3CCN1C(=O)[C@@H](CC(=O)NC/C=C(\C)CCC=C(C)C)C[C@@H]2C(=O)N1CCN(C(=O)C2CC2)CC1	-10%	2%	-11%	·	7%	-15%	0	·	·
Cc1ccc(-n2nc(CO)c(C(=O)NC(C)CCCc3ccccc3)n2)cc1C (stereo unspecified)	-17%	-5%	-15%	-3%	8%	·	0	-15%	0%
CN(C)c1ccc2c(c1)Sc1cc(N(C)C)ccc1N2C(=O)c1ccccc1	-3%	-4%	-7%	8%	-13%	-9%	2	6%	-10%
CC(C)(C)c1nn(-c2ccccc2)c2[nH]c(=O)c(C=O)cc12	-4%	-1%	-15%	-30%	17%	24%	-1	-7%	-6%
CC(NC(=O)c1ccc(S(=O)(=O)N(C)C)cc1)c1ccccc1 (stereo unspecified)	4%	-4%	11%	1%	8%	0%	-5	-2%	-1%
COc1cccc2cc(C(=O)Nc3cc(C)cc(C)c3)/c(=N/NS(=O)(=O)c3ccccc3)oc12	3%	-1%	-9%	5%	27%	9%	-7	-13%	-1%

Complete entries, quoted from the list:
COCc1nn2cc(-c3ccc(C)cc3)nc2s1 is listed with POLK inh: -9%; Glioma ERSR ind: -8%; Pol eta inh: -6%; POLB inh: -19%; Pol iota inh: -7%; APEX1 inh: ·; LDHA inh: 0; Apoferritin bind: -2%; BLM helicase inh: 2%
CCn1c(O)c(/C=N/n2cnnc2)sc1=S is listed with POLK inh: -30%; Glioma ERSR ind: 8%; Pol eta inh: 2%; POLB inh: 26%; Pol iota inh: -8%; APEX1 inh: -2%; LDHA inh: 1; Apoferritin bind: ?; BLM helicase inh: -4%
Cc1ccc(C(=O)CSc2nc3c([nH]2)c(=O)n(C)c(=O)n3C)cc1 is listed with POLK inh: 9%; Glioma ERSR ind: -3%; Pol eta inh: -12%; POLB inh: 4%; Pol iota inh: 6%; APEX1 inh: -4%; LDHA inh: -19&-2; Apoferritin bind: -5%; BLM helicase inh: -5%

Later entries
SMILES	POLK inh	Glioma ERSR ind	Pol eta inh	POLB inh	Pol iota inh	APEX1 inh	LDHA inh	Apoferritin bind	BLM helicase inh
O=C(c1cc(=O)c2ccccc2o1)N1CCN(c2ccccc2)CC1	-2%	0%	-16%	6%	35%[activator]	-7%	-3	-16%	1%
Cc1cc(NC(=O)COC(=O)C2=NN(c3ccccc3)C(=O)CC2)c([N+](=O)[O-])cc1C	14%	2%	-9%	·	30%[activator]	13%	-3	·	·
Cc1cc(Oc2ccc(C(C)(C)C)cc2)nc(N2CCOCC2)n1	0%	1%	-22%	-10%	8%	-3%	-1	-6%	-4%
CC(Sc1nccn1C)C(=O)NC1(C#N)CCCCC1 (stereo unspecified)	-3%	-4%	0%	·	-9%	34%	-5	·	·
O=C(CN1CCc2ccccc2C1)Nc1ccccc1F	-9%	-4%	-5%	6%	62%[activator]	31%	-4	?	-2%
Cc1ccc(NC(=O)COC(=O)c2ccccc2F)cc1S(=O)(=O)N1CCCCC1	-9%	-4%	-11%	·	31%[activator]	-14%	-4	·	·
Cc1cc2c(c(C)nn2-c2ccccc2)c(=O)o1	-8%	-2%	-25%	25%	16%	0%	-4	-6%	3%
CC(C)(C)c1ccc(C2C3=C(CCCC3=O)NC3=C2C(=O)c2ccccc23)cc1 (stereo unspecified)	-12%	-3%	-21%	-1%	31%[activator]	-1%	-4	?	-8%
Oc1ccc(Br)cc1/C=N/N1CCN(Cc2ccccc2)CC1	-12%	7%	-8%	38%	11%	-5%	-7	-8%	-5%
CCOC(=O)Cc1csc(NC(=O)CCN2C(=O)c3ccccc3C2=O)n1	-8%	-3%	0%	?	?	0%	-1	-17%	-14%
O=C1c2cccnc2C(O)N1Cc1cccs1 (stereo unspecified)	5%	14%	-1%	17%	-23%[58.9 µM]	-2%	-7	-15%	0%
Cc1cccc2sc(NC(=O)[C@H](C)N3C(=O)C4CC=CCC4C3=O)nc12 (stereo partly specified)	-20%	-1%	-8%	0%	28%	2%	-5	?	-1%
N#CC1(C#N)C(c2ccccc2)OC23CCCCC2C1(C#N)C(=N)O3 (stereo unspecified)	-28%	-1%	?	15%	?	-2%	11	272%[activator]	-5%
CCCCCCc1c(C)c2ccc(OCC(=O)N[C@@H](Cc3ccccc3)C(=O)O)cc2oc1=O	-6%	-2%	35µM*	14%	0%	0%	4	?	-13%
Cc1sc2nc(SCC(=O)NCc3ccco3)[nH]c(=O)c2c1C	-3%	-3%	-16%	0%	3%	-1%	-3	5%	-3%
COc1ccc(NC(=O)Nc2cccc(C(=O)N3CCOCC3)c2)cc1OC	-22%	-3%	-5%	40%	4%	-10%	6	-2%	-5%
CN(CC(=O)Nc1ccc(F)cc1)C(=O)COC(=O)COc1ccc(C#N)cc1	-11%	-4%	0%	·	23%	8%	-3	·	·
COc1ccc(C(=O)CSc2nc(C)cc(=O)[nH]2)cc1	2%	2%	12%	5%	10%	-2%	-7	-11%	1%
COC(=O)c1ccc2cc(OC)cc([N+](=O)[O-])c2n1	-5%	-5%	-14%	·	7%	·	3	·	·

Looked up by structure from the list above (2):
SMILES	POLK inh	Glioma ERSR ind	Pol eta inh	POLB inh	Pol iota inh	APEX1 inh	LDHA inh	Apoferritin bind	BLM helicase inh
COc1cccc2cc(C(=O)Nc3cc(C)cc(C)c3)/c(=N/NS(=O)(=O)c3ccccc3)oc12	3%	-1%	-9%	5%	27%	9%	-7	-13%	-1%
CCCCCCc1c(C)c2ccc(OCC(=O)N[C@@H](Cc3ccccc3)C(=O)O)cc2oc1=O	-6%	-2%	35µM*	14%	0%	0%	4	?	-13%

Source: PubChem
